# Source: PubChem BioAssay (National Center for Advancing Translational Sciences (NCATS))
# PGK inhibitor = blocks T. brucei phosphoglycerate kinase; P07378; Potency, µM (highest dose often 57.5 µM), for the others: top-dose activity change, negative = inhibition, hits mostly inhibitors; AID 602233; hit rate 0.043% among 380,000; PGK/GAPDH coupled, Kinase-Glo luminescence, 60 min; also: potency is read from the fitted curve at half-maximal effect; % is scaled to controls: 0 for no effect and ±100 for the full control effect; nearly all actives have a fitted effect of over 60% in size
#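 Recombinant glycosomal PGK reaction used 1,3-bisphosphoglycerate generated in-well by GAPDH (100nM final) in 100mM TEA pH 7.6, 5mM MgCl2, 0.01% Tween-20. After 60 minutes at room temperature, ATP was read by Kinase-Glo Plus luminescence end-point.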
# RXFP1 antagonist = blocks the human relaxin receptor RXFP1; HEK293-RXFP1, relaxin-stimulated cAMP HTRF, 30 min; hits give low values; activity change, negative = inhibition, % at 57.5 µM; hit rate 0.59% among 350,000; Q9HBX9;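 active = activity change of -60% or lower, but not beyond a set lower limit; inconclusive = change between -60% and -40%, or beyond the set limit; inactive = change above -40%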; also: % is scaled to controls: 0 for no effect and ±100 for the full control effect
# Pol beta inh = DNA polymerase beta (human) inhibition | P06746 | Pol beta primer extension/strand displacement, fluorescence kinetic | Potency, µM (highest dose often 114 µM), for inactives: top-dose activity change, negative = inhibition, most hits filed as inhibitors | hit rate 1.3% among 340,000 | AID 485314; also: potency is read from the fitted curve at half-maximal effect; % is scaled to controls: 0 for no effect and ±100 for the full control effect
#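 Homogeneous kinetic assay of primer extension and strand displacement by 10 nM Pol beta, preincubated 15 min at room temperature with compound before 50 nM substrate (final) was added. Read at 0 and 10 min; four-parameter Hill fit.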
# BLM inh = blocks DNA unwinding by human BLM helicase; P54132; recombinant BLM DNA unwinding, fluorescence dequenching; Potency, µM (doses to about 56.1 µM), without a hit: at the highest dose activity change, negative = inhibition, hits mostly inhibitors; hit rate 0.2% among 350,000; AID 2528;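 also: potency is read from the fitted curve at half-maximal effect; plate controls were vehicle for no effect and no enzyme for full effect; nearly all actives have a fitted effect of over 35% in size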
# POLH inh = inhibitors of human DNA polymerase eta; Q9Y253; recombinant Pol eta, fluorescent DNA replication assay; Potency, µM (titrated, usually from 114 µM), for the others: top-dose activity change, negative = inhibition, most hits filed as inhibitors; hit rate 1.2% among 390,000; AID 588591; also: potency is read from the fitted curve at half-maximal effect; % is scaled to controls: 0 for no effect and ±100 for the full control effect
#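 Pol eta at 10 nM preincubated with compounds 15 min at room temperature; reaction started with fluorescent substrate (50 nM final) and read kinetically at 0 and 10 min.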
# POLI inh = DNA polymerase iota (human) inhibition; Q9UNA4; AID 588590; Potency, µM (doses to about 115 µM), for the others: at the highest dose activity, negative = inhibition, hits mostly inhibitors; Pol iota fluorescent replication assay, 10 min; hit rate 1% among 390,000; also: potency is read from the fitted curve at half-maximal effect
#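 Fluorescent replication assay read twice, at 0 min and 10 min after adding 50 nM (final) substrate. Enzyme (10 nM) and compounds were first incubated 15 min at room temperature; enzyme-free buffer wells were negative controls.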
# Pol kappa inh = DNA polymerase kappa (human) inhibition; Potency, µM (highest dose often 107 µM), without a hit: at the top dose activity, negative = inhibition, hits mostly inhibitors; AID 588579; hit rate 0.53% among 400,000; purified Pol kappa, fluorescent DNA synthesis assay, 10 min; also: potency is read from the fitted curve at half-maximal effect; % is scaled to controls: 0 for no effect and ±100 for the full control effect
# Target sequence (Q9UBT6 whole entry, looked up): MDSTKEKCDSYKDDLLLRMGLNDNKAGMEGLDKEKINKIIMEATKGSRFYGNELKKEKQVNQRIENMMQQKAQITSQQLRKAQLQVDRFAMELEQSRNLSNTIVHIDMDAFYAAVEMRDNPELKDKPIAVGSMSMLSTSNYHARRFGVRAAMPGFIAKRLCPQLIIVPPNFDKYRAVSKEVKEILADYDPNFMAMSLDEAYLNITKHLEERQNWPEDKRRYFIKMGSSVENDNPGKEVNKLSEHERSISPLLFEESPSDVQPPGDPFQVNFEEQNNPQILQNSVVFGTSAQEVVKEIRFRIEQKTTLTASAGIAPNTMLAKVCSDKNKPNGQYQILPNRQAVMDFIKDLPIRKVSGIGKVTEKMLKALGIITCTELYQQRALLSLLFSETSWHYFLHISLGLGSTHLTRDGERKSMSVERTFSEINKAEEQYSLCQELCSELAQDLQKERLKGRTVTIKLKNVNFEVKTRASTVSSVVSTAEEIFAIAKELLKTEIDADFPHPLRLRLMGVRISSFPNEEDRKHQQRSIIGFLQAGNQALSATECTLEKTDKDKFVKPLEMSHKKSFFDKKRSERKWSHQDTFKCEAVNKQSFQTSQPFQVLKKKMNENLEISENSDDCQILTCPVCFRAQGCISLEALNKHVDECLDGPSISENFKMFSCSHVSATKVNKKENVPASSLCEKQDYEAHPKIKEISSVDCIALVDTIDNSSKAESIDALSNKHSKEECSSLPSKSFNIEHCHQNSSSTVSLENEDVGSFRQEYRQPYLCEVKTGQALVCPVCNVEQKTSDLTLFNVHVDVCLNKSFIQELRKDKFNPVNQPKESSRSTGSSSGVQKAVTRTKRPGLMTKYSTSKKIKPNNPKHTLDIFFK
#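 Readout: fluorescence, taken kinetically at 0 and 10 min. Conditions: 10 nM Pol kappa, 15 min RT compound preincubation, 50 nM substrate final. Controls: enzyme-free buffer wells.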
# Apoferritin bind = candidate novel general anesthetic via apoferritin binding | hit rate 0.074% among 350,000 | apoferritin/1-aminoanthracene competitive binding, fluorescence | P02791 | AID 485281 | Potency, µM (highest dose often 77.5 µM), inactives show at the top dose activity change, negative = displacement, actives largely listed as inhibitors; also: potency is read from the fitted curve at half-maximal effect; % is scaled to controls: 0 for no effect and ±100 for the full control effect; nearly all actives have a fitted effect of over 20% in size
# Target sequence (P02791 2-175 limits assumed): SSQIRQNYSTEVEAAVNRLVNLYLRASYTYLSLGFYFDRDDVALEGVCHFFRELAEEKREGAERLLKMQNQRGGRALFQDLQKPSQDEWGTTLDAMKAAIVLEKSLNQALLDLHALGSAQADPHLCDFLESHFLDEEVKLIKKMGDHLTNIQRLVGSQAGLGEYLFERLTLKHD
#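 Concentration-response curves derived by four-parameter Hill fitting of normalized fluorescence, where compounds displaced 1-AMA from 10 uM horse apoferritin following a brief 10 min room-temperature incubation; propofol titration acted as positive control.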
# APEX1 inh = blocks human APE1 abasic DNA cleavage; P27695; recombinant APE1, TAMRA/BHQ-2 abasic DNA cleavage fluorescence; Potency, µM (titrated, usually from 65.8 µM), inactives show top-dose activity change, negative = inhibition, actives largely listed as inhibitors; hit rate 0.35% among 350,000; AID 2517;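 also: potency is read from the fitted curve at half-maximal effect; plate controls were vehicle for no effect and reference inhibitor for full effect; nearly all actives have a fitted effect of over 55% in size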
#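 APE1 at 0.75 nM final was preincubated with compound 15 min at room temperature, then 50 nM double-stranded THF abasic-site substrate (5'-TAMRA/3'-BHQ-2) was added. Fluorescence (ex 525/em 598 nm) was read kinetically; third-minus-first read gave activity.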
# The depositor's hits bear a star; i = inactive; ? = inconclusive; . = no result given; [ ] = another dose, or the depositor's remark. Unless noted, calls follow the shape of the dose curve; as a rule, active = well fitted curve in the direction sought with a large enough effect; inconclusive = small, poorly fitted or top-dose-only effect, or another doubt; inactive = no such curve, though single readings can be large; an effect the other way counts as inactive or inconclusive. A portion of the library; rates above refer to the full screens.
SMILES	Pol beta inh	POLH inh	APEX1 inh	Apoferritin bind	Pol kappa inh	BLM inh	POLI inh	PGK inhibitor	RXFP1 antagonist
Cc1ccc(NC(=O)C2COc3ccccc3O2)nc1 (stereo not drawn)	-8.1%	1.0%	-10.9%	?	0.0%	-0.2%	2.8%	-9.8%	-1.6
O=C(Cc1ccc(Cl)cc1)Nc1ccc(S(=O)(=O)Nc2cnc3ccccc3n2)cc1	2.9%	?	1.3%	-10.2%	3.9%	-2.3%	11.0%	-0.4%	4.0
COC(=O)N/N=C/c1cn(CCOc2ccccc2OC)c2ccccc12	29.4%	-27.7%	-3.2%	-1.2%	-6.3%	-5.4%	49.7%[activator]	-9.0%	-2.7
CC(OCc1ccccc1)C(NC(=O)OC(C)(C)C)C(=O)NCC1CCCO1 (stereo not drawn)	11.7%	-8.2%	1.7%	-23.2%	-12.3%	-3.3%	0.0%	i	17.1
CN(C)CCCNC(=O)C(=O)Nc1cc2c3c(c1)CC(=O)N3CCC2	-23.0%	-12.3%	-13.3%	2.7%	2.0%	4.2%	-11.4%	-2.5%	5.6
CCOC(=O)Cn1c(=O)n(-c2ccccc2OC)c2nc(-c3ccccc3C)nc(C(N)=O)c21	2.5%	-14.3%	.	-16.5%	-13.1%[60.1 µM]	-1.8%	5.6%	-1.3%	.
Cc1ccc(S(=O)(=O)N(C)c2ccc(C(=O)N3CCOCC3)cc2)cc1	27.3%	-14.6%	4.1%	-2.8%	-0.6%	0.7%	117.1%[activator]	-10.5%	-12.7
O=C(Cn1ncc2c3ccccc3n(Cc3cccc(Cl)c3)c2c1=O)NC1CCCCCC1	12.6µM*	?	.	-2.4%	-14.8%	-13.9%	?	-13.7%	-1.5
COc1cc(C(=O)NCc2nnc(SCC(=O)NCc3ccccc3)o2)cc(OC)c1OC	9.5%	-2.6%	3.4%	-4.2%	-2.2%	0.7%	-7.3%	-6.9%	5.4
CSc1nnc(-c2ccc(NC(N)=S)cc2)o1	?	-11.9%	5.5%	-1.2%	8.6%	-4.0%	-13.6%	-5.7%	-3.7
O=C(CN(c1ccccc1)S(=O)(=O)c1ccccc1)N/N=C/c1ccc(OC2CSC2)cc1	32.9%	.	0.6%	2.8%	.	1.1%	.	.	.
Cc1nn(S(=O)(=O)c2ccc(F)cc2)c(C)c1S(=O)(=O)N1CCC(C)CC1	-1.0%	-13.9%	.	-5.7%	-10.4%[60.1 µM]	-0.1%	14.8%	7.8%	.
COc1ccc(CC(=O)NNC(=S)Nc2ccc(Br)cc2)cc1	-7.2%	-15.8%	2.2%	-17.0%	-6.5%	-2.8%	7.6%	-11.6%	-6.9
O=C(O)C1C2C=CC(C2)C1C(=O)NCc1ccc(Cl)cc1Cl (stereo not drawn)	3.3%	9.5%	-19.0%	?	-6.2%	-7.6%	90.4%[activator]	-1.8%	7.6
Nc1ccc(N=Nc2ccccc2)cc1[N+](=O)[O-]	.	-5.6%	.	.	-10.6%	.	50.6%[activator]	-0.7%	-14.4
CCOC(=O)c1cc([N+](=O)[O-])cc([N+](=O)[O-])c1Sc1ncnc2nc[nH]c12	.	?	.	.	-14.6%	.	45.0%[activator]	-1.1%	-21.7
COc1cccc(NC(=O)Cn2c(=O)n(-c3cccc(OC)c3)c(=O)c3c4c(sc32)CCCC4)c1	3.8%	-4.6%	.	-0.9%	8.4%	-6.6%	23.9%	2.3%	-2.5
COc1ccc(C(=O)COC(=O)Cn2cnc3c2c(=O)n(C)c(=O)n3C)c(OC)c1	18.6%	-15.2%	8.7%	-7.7%	-3.2%	-4.0%	17.8%	-9.4%	0.7
COc1ccc(/C=N\N=C2/SC(CC(=O)O)C(=O)N2c2ccc(O)cc2)cc1 (stereo not drawn)	24.2%	10.8%	-1.4%	-6.4%	-3.0%	-7.7%	110.6%	.	1.1
CSc1cc(-c2ccccc2)n(C)c(=O)c1C#N	25.2%	-15.5%	-7.5%	-16.2%	-11.8%	-2.5%	26.0%	-7.2%	-20.0
CC(=O)Nc1ccc(S(=O)(=O)NC2(C(F)(F)F)C(=O)Nc3c2c(=O)[nH]c(=O)n3-c2ccc(C)c(C)c2)cc1 (stereo not drawn)	-1.5%	-3.0%	.	-6.4%	-16.1%	-1.2%	11.7%	1.2%	1.2
CCCN1CCC(=O)N(C(CSc2ccc(OC)cc2)c2ccccc2)CC1 (stereo not drawn)	.	.	-3.2%	-15.0%	-4.5%	3.6%	-0.5%	.	.
COc1ccc(C(=O)O)cc1NC(=S)NC(=O)Cc1ccc(Cl)cc1	29.8%	-14.9%	44.1%	-1.9%	-14.2%	0.5%	12.0%	-4.1%	5.3
COc1cccc(CC2(CO)CCN(S(=O)(=O)c3ccc(OC)cc3OC)CC2)c1	14.2%	-11.8%	-13.5%	-11.0%	6.0%	0.4%	46.7%[activator]	-4.3%	-2.0
CCN(CC)CCCNC(=O)CSc1nc(-c2ccc(F)cc2)cc(C(F)(F)F)n1	16.4%	2.3%	?	-8.3%	-3.0%	-3.0%	112.3%[activator]	0.6%	-10.5
Cc1ccc2c(CN3CCN(CCO)CC3)cc(=O)oc2c1C	-13.1%	-0.7%	4.5%	-11.7%	2.7%	6.6%	10.8%	-6.8%	3.4
O=C(c1cccc(OC2CCN(Cc3ccc(F)cc3)CC2)c1)N1CCCC1	0.2%	6.0%	18.3%	-18.9%	10.8%	-1.4%	25.9%	-8.4%	8.9
CC(Nc1ccc(Cl)c(Cl)c1)C(=O)NN (stereo not drawn)	31.6%	3.3%	13.4%	2.4%	-5.3%	-1.0%	-14.6%[58.9 µM]	1.5%	3.6
COCc1ccc(C(=O)Nc2ccccc2C(=O)NCc2cccnc2)cc1	2.9%	-19.9%	12.6%	-9.5%	2.9%	0.5%	151.6%[activator]	-10.3%	1.5
O=C(NCc1cnc2ccccn12)C1CCC(=O)N(Cc2cccc(F)c2)C1 (stereo not drawn)	5.1%	-3.7%	18.6%	-6.6%	-0.1%	-6.3%	35.9%[activator]	0.0%	-7.2
CCN(CC)CCn1c(NCc2cc(OC)ccc2OC)nc2ccccc21	-24.9%	-10.9%	1.2%	-3.1%	-11.4%	1.2%	?	-4.8%	-8.4
Cc1onc(-c2ccccc2)c1-c1nc2ccccc2c(=O)o1	1.0%	-20.9%	-1.8%	?	5.7%	-11.4%	39.4%[activator]	i	-18.7
COC(=O)c1cc(C)sc1NC(=O)c1cccnc1	8.8%	-8.3%	9.2%	-10.0%	13.8%	-3.4%	-19.8%	i	-8.8
CCCCn1c(-c2cc(Cl)ccc2OC)n[nH]c1=S	49.7%	-10.2%	-0.3%	?	-11.3%	-6.8%	0.5%	-8.7%	2.5
CC1Cc2ccccc2N1C(=O)CSc1nnc(-c2ccc(S(=O)(=O)N3CCOCC3)cc2)n1C (stereo not drawn)	44.3%	-7.3%	12.4%	-13.0%	0.8%	-1.2%	13.7%	5.2%	-18.2
Cc1ccc2c(c1)c(=O)c(C(=O)c1ccncc1)cn2CC(=O)Nc1ccccc1Cl	?	0.8%	.	9.4%	-3.2%[60.1 µM]	-2.8%	-13.8%	4.2%	-3.6
CC1CCCN(CCCOc2ccc([N+](=O)[O-])cc2)C1 (stereo not drawn)	-1.7%	-17.7%	-1.6%	-8.6%	-9.3%	1.6%	3.8%	-3.0%	-7.6
O=C(N/N=C/c1cccc2ccccc12)c1ccccc1Cl	13.7%	-6.2%	-5.7%	-12.8%	-11.9%	-6.6%	-28.2%	-9.5%	-11.7
CCSc1ccc(/C(N)=N/OC(=O)c2cccs2)cn1	?	-18.5%	-26.2%	-6.9%	9.4%	-10.8%	40.7%[activator]	-17.8%	0.3
N#C/C(=C(/O)COC(=O)Cc1c[nH]c2ccccc12)c1nc2ccccc2[nH]1	17.9%	?	-7.1%	-17.2%	-28.1%	-7.8%	15.5%	-5.6%	9.4
CC(=O)Oc1cc2c(cc1Cl)C1(CC(c3ccccc3Cl)O2)CC(C)(C)NC(=S)N1 (stereo not drawn)	-1.4%	-11.8%	-5.0%	3.2%	-8.7%	-8.9%	1.6%	0.5%	-20.2
Cc1cccc(N2CCN(S(=O)(=O)c3ccc4c(c3)C(C(C)C)C(=O)N4)CC2)c1C (stereo not drawn)	-7.2%	-5.9%	.	-0.4%	-8.5%	-10.8%	?	-8.5%	.
Cc1ccc(S(=O)(=O)NCCC(=O)Nc2nccs2)cc1	9.7%	-10.3%	2.2%	-11.2%	-5.7%	8.6%	39.2%[activator]	-6.0%	-1.4
O=C(NCC1CCCO1)/C(=C\c1ccco1)NC(=O)c1ccccc1 (stereo not drawn)	26.8%	-0.4%	-5.4%	-9.2%	-5.9%	-12.7%	16.1%	3.5%	-0.7
Cc1cc(C(F)F)n2nc(C(=O)Nc3sc4c(c3C#N)CCC4)nc2n1	?	22.4µM*	2.0%	-4.5%	?	-6.6%	50.1µM*	-1.8%	.
CC1CCCN(C(=O)c2ccc3c(c2)OCO3)C1 (stereo not drawn)	16.4%	5.4%	-7.5%	?	-4.7%	0.5%	?	-2.4%	3.9
CC1CCCC(C)N1c1nnc(N)s1 (stereo not drawn)	0.2%	-8.3%	-0.4%	-16.2%	-12.1%	-6.5%	-1.1%	-3.3%	.
Cc1cccc(NC(=O)CN2CCN(C(=O)CNC(=O)Cc3cccc4ccccc34)CC2)c1C	.	-20.1%	21.0%	.	2.1%	.	34.1%[activator]	-8.4%	-3.5

# Some of these compounds in order of their number in RXFP1 antagonist, ascending.
mol,RXFP1 antagonist
CC(=O)Oc1cc2c(cc1Cl)C1(CC(c3ccccc3Cl)O2)CC(C)(C)NC(=S)N1 (stereo not drawn),-20.2
Cc1ccc(S(=O)(=O)N(C)c2ccc(C(=O)N3CCOCC3)cc2)cc1,-12.7
O=C(Cn1ncc2c3ccccc3n(Cc3cccc(Cl)c3)c2c1=O)NC1CCCCCC1,-1.5
